Screening results: PubChem, National Center for Advancing Translational Sciences (NCATS)
USP2a block = inhibitors of human ubiquitin-specific protease USP2a | O75604 | USP2 core, Ub-CHOP2 coupled fluorogenic reporter, 485/531 | Potency, µM (titrated, usually from 38.3 µM), for inactives: at the highest dose activity change, negative = inhibition, most hits filed as inhibitors | hit rate 0.01% among 330,000;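 also: potency is read from the fitted curve at half-maximal effect; plate controls were DMSO wells for no effect and full inhibition by NEM control for full effect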
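USP2 core (10nM final) preincubated 30min RT with compound in 20mM Tris-HCl pH 8.0, 2mM CaCl2, 2mM beta-mercaptoethanol, 0.05% CHAPS; 25nM Ub-CHOP2 plus 25nM reporter substrate added, fluorescence (Ex485/Em531) read after 60min.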
GALK inhibitor = inhibitors of human galactokinase; hit rate 0.007% among 270,000; Purified GALK, Kinase-Glo residual ATP luminescence; P51570; AID 1868; Potency, µM (titrated, usually from 57.5 µM), for inactives: at the highest dose activity change, negative = inhibition, hits mostly inhibitors; also: potency is read from the fitted curve at half-maximal effect; % is scaled to controls: 0 for no effect and ±100 for the full control effect
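Compounds were pin-transferred into ATP buffer (35 uM final), then GALK plus galactose (5 nM, 100 uM final) was added. After 1 h at room temperature, Kinase-Glo Plus was added and luminescence read after 10 min.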
PKM2 activator = activators of human pyruvate kinase M2; purified PKM2, Kinase-Glo ATP luminescence, activation; response scale: 0% is enzyme alone, no compound; Potency, µM (highest dose often 57.5 µM), inactives show at the top dose activation, most hits filed as activators; hit rate 0.34% among 260,000; also: potency is read from the fitted curve at half-maximal effect; % is scaled to controls: 0 for no effect and ±100 for the full control effect; nearly all actives have a fitted effect of over 55% in size
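Purified hPK-M2 (>95%) run at intermediate activity with 0.1 mM ADP and 0.5 mM PEP in 50 mM imidazole pH 7.2, KCl, MgCl2; 1 h room temperature. ATP formed read by Kinase-Glo luminescence; normalized to uninhibited and no-enzyme controls.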
Mito fusion yeast = inhibitors of mitochondrial division or activators of mitochondrial fusion; S. cerevisiae fusion-defective mutant growth rescue, CellTiterGlo 48 h; Potency, µM (series often up to 46.1 µM), inactives show top-dose growth rescue (activation), hits mostly activators; hit rate 0.23% among 320,000; AID 485298;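 also: potency is read from the fitted curve at half-maximal effect; % of control where 0% means no effect; nearly all actives have a fitted effect of over 45% in size; temperature-sensitive fusion mutants such as fzo1-1 at 37 °C on non-fermentable ethanol glycerol medium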
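S. cerevisiae fusion-defective temperature-sensitive mutants (e.g. fzo1-1, mgm1-5) grown 48 h at 37C in YPEG (ethanol/glycerol non-fermentable) medium with 23 nl compound per well; growth rescue read as CellTiterGlo luminescence.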
Eya2 inh = inhibitors of human Eya2 phosphatase activity. O00167. recombinant Eya2, OMFP fluorescence dephosphorylation (OMFP is methylfluorescein phosphate). Potency, µM (titrated, usually from 76.9 µM), without a hit: at the top dose activity, negative = inhibition, actives largely listed as inhibitors. hit rate 0.006% among 330,000; also: potency is read from the fitted curve at half-maximal effect; % is scaled to controls: 0 for no effect and ±100 for the full control effect
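Eya2 protein (added as 0.2 uM solution) was preincubated with compound for 10 min at ambient temperature in 50 mM HEPES pH 7.5, 50 mM NaCl, 5 uM MgCl2, 0.05% BSA, 1 mM DTT. OMFP (added at 50 uM) then reacted 10 min; fluorescence read at 485/525 nm.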
hERG WT inh = inhibitors of human wildtype KCNH2 potassium channel | Q12809 | U2OS, BacMam KCNH2, thallium flux FluxOr; stronger effect = lower value | activity change, % at 1.84 µM | hit rate 0.37% among 340,000;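 active = maximum activity change below -70%; inconclusive = maximum activity change between -70% and -50%; inactive = maximum activity change above -50%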; also: % is scaled to controls: 0 for no effect and ±100 for the full control effect
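U2OS cells were transduced with wild-type KCNH2 virus (2.03 x 10^8 / mL) for 4 h at room temperature, then cultured overnight at 37 C. Thallium flux was read with FluxOr dye. Rate constants were normalized to DMSO controls.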
S-ASM inh = inhibitors of human secretory acid sphingomyelinase; placental ASM, HMU-PC fluorogenic substrate, 60 min; Potency, µM (titrated, usually from 57.5 µM), inactives show at the top dose activity change, negative = inhibition, most hits filed as inhibitors; P17405; hit rate 0.006% among 340,000; AID 504937; also: potency is read from the fitted curve at half-maximal effect
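Fluorescence read-out (Ex 386 nm, Em 447 nm) after stopping the reaction at pH 10. Enzyme: ASM from human placenta; substrate HMU-PC0, 9 uM final; 60 min, 37 °C. Compound preincubation 10 min, ambient temperature.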
Menin-MLL TR inh = inhibitors of human menin-MLL interaction, mutant MLL peptide; Potency, µM (top dose mostly 61.6 µM), inactives show at the highest dose FP activity change, negative = inhibition, usual class: inhibitors; hit rate 0.23% among 270,000; AID 1768; O00255; Menin + Texas Red MLL mutant peptide, fluorescence polarization; active = well fitted inhibition curve with a large enough effect in the polarisation, with a control signal flat, not every such curve was filed as active; inconclusive = small, poorly fitted or top-dose-only effect, or effect the other way, or a change in a side signal; inactive = no such curve, though single readings can be large or run the other way; the % refers to the polarisation; also: potency is read from the fitted curve at half-maximal effect; % of control where 0% means no effect; many of its hits are not listed in these tables
TSHR antag = blocks TSH signaling through the human TSH receptor; P16473; TSHR-expressing cells, TSH-stimulated cAMP HTRF, 2 h; stronger effect = lower value; activity change, negative = inhibition, % at 11.5 µM; hit rate 0.2% among 330,000; AID 504810;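 active = activity change below a set negative limit, meaning inhibition stronger than a set level, cut at about -70% in these data; inconclusive = activity change between two set negative limits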; also: % is scaled to controls: 0 for no effect and ±100 for the full control effect
Target sequence (P16473 whole entry, looked up): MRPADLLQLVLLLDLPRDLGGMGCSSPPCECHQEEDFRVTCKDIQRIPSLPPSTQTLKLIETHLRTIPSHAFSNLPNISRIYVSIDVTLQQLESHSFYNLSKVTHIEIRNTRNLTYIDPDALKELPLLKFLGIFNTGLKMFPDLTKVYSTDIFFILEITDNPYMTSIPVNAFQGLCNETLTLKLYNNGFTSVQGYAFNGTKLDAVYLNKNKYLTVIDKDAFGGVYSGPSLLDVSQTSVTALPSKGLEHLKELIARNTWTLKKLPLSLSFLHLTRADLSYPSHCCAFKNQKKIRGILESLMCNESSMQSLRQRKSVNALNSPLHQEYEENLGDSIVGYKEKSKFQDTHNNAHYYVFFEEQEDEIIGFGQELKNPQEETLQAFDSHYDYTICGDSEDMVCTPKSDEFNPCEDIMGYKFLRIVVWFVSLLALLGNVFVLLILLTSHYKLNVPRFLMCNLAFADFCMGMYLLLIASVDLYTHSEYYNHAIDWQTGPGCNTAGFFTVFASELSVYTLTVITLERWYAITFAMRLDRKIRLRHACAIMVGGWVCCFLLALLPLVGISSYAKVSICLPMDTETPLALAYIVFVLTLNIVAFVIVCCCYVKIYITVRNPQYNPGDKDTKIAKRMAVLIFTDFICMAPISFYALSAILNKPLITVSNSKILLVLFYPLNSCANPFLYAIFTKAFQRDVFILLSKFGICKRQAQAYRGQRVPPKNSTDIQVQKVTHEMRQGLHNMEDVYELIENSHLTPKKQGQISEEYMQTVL
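Freshly harvested TSHR cells receive pin-tooled compound, then EC80 TSH at 4nM final. After 2 hours at 37 deg C, antibody in lysis buffer and cAMP-d2 are added; 30 minutes at ambient temperature precede the HTRF read.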
MBNL1-CUG inh = inhibitors of human MBNL1 binding to CUG repeat RNA; Q9NR56; TR-FRET MBNL1-His/biotin-(CUG)12 binding, 665/545 ratio; Potency, µM (highest dose often 57.5 µM), without a hit: at the highest dose activity change, negative = inhibition, hits mostly inhibitors; hit rate 0.036% among 280,000; AID 2675; active = well fitted inhibition curve with a large enough effect in the signal ratio, with a control signal flat, not every such curve was filed as active; inconclusive = small, poorly fitted or top-dose-only effect, or effect the other way, or a change in a side signal; inactive = no such curve, though single readings can be large or run the other way; the % refers to the signal ratio; also: potency is read from the fitted curve at half-maximal effect; % is scaled to controls: 0 for no effect and ±100 for the full control effect
Target sequence (Q9NR56 whole entry, looked up): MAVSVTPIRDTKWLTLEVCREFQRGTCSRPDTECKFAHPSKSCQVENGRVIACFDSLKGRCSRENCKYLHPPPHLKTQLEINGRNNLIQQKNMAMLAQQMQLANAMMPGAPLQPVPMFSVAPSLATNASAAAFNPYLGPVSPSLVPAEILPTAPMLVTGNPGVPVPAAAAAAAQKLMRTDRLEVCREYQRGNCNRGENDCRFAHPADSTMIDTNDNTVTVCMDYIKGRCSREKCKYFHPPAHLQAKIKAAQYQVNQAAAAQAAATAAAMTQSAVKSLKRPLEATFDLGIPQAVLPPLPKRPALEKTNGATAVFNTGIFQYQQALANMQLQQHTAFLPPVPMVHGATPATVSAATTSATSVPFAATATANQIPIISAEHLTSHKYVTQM
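Ratiometric TR-FRET (665 over 545 nm, excitation 340 nm) tracks disruption of MBNL1-His/biotin-(CUG)12 complex after 60 min at room temperature, with compounds at 92 nM to 58 uM final.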
Chronic BCR inh = blocks chronic active B-cell receptor signaling | AID 493014 | ABC-DLBCL IkBa-CBG/CBR reporter, luminescence ratio, 4 h | hit rate 0.05% among 340,000 | Potency, µM (doses to about 46.1 µM), without a hit: top-dose ratio change, negative = lower green/red ratio, most hits filed as inhibitors; active = well fitted inhibition curve with a large enough effect in the signal ratio, with a control signal flat, not every such curve was filed as active; inconclusive = small, poorly fitted or top-dose-only effect, or effect the other way, or a change in a side signal; the % refers to the signal ratio;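 also: potency is read from the fitted curve at half-maximal effect; plate controls were basal doxycycline-induced cells for no effect and cells given 10 µM MG132 for full effect; MG132 reads +100%, hits lower the ratio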
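Concentration-response series (up to 46 uM) were applied to TMD8 dual-reporter cells for 4 h at 37C with doxycycline. Green/red ratio, after filter-overlap correction, defined %Activity; red signal alone was normalised to basal cells and zero luminescence.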
* marks the source's active call; other numbers are inactive results; i = inactive; ? = inconclusive; / = not tested or not shown; [ ] = remark or other dose. Unless noted, calls follow the shape of the dose curve; as a rule, active = well fitted curve in the direction sought with a large enough effect; inconclusive = small, poorly fitted or top-dose-only effect, or another doubt; inactive = no such curve, though single readings can be large; an effect the other way counts as inactive or inconclusive.

SMILES	USP2a block	GALK inhibitor	PKM2 activator	Mito fusion yeast	Eya2 inh	hERG WT inh	S-ASM inh	Menin-MLL TR inh	TSHR antag	MBNL1-CUG inh	Chronic BCR inh
Cc1cccc2sc(NC(=O)C3=NN(c4ccccc4)C(=O)CC3)nc12	4%	-2%	0%	1%	-12%	4	-5%	-20%	-2	1%	?
COCCn1c(=O)[nH]c2cc(C(=O)OC)ccc2c1=O	1%	-1%	?	1%	4%	3	/	18%	-8	3%	?
Cn1c(C(=O)N2COCC2(C)C)cc2c(=O)n3ccccc3nc21	2%	-4%	-1%	-1%	5%	-8	i	15%	3	?	-8%
N/C(=N\OC(=O)c1cc(-c2ccccc2)nc2ccccc12)c1ccncc1	2%	-3%	-3%	-2%	-14%	12	-4%	31%[activator]	3	-21%	-1%
Cc1ccc(C)c(C(=O)COc2ccc(C)nc2[N+](=O)[O-])c1	6%	2%	9%	1%	16%	9	2%	3%	12	16%	?
Cc1nc(/C(=N/O)C(N)=O)cs1	4%	-1%	-4%	3%	7%	-5	3%	/	2	/	-3%
COc1ccc(OCC(=O)N/N=C/C2CC=CCC2)cc1 (stereo unspecified)	2%	11%	-2%	-1%	4%	0	-2%	-14%	3	/	-4%
CCCCn1c(N)c(N(CCOC)C(=O)COc2c(C)cccc2C)c(=O)[nH]c1=O	-1%	/	/	-4%	14%	-4	5%	/	0	/	5%
CCSc1nnc(NC(=O)Cc2ccc(OC)c(S(=O)(=O)N3CCOCC3)c2)s1	1%	-1%	3%	2%	5%	0	1%	10%	-5	-7%	-2%
CCn1c(CC(=O)Nc2ccc(Cl)cc2)nnc1SCC(=O)N1CCOCC1	3%	-1%	-4%	-1%	-10%	-11	-1%	/	-5	0%	6%
Cc1cc(O)c(-c2cc(C(=O)Nc3ccc(S(=O)(=O)N4CCOCC4)cc3)[nH]n2)cc1C	3%	-1%	-18%	-2%	7%	22	?	?	-6	-2%	?
CCc1ccc(N(C(=O)c2csnn2)C(C(=O)NC2CCCCC2)c2cccnc2)cc1 (stereo unspecified)	1%	8%	-2%	12%	-11%	-4	0%	-8%	16	-6%	-8%
COc1ccccc1CC(=O)Nc1ccc(-c2nnc(-c3ccco3)o2)cc1	-3%	-1%	-5%	0%	4%	-9	-2%	11%	-10	19%	1%
Cc1sc2nc(-c3ccco3)oc(=O)c2c1C	3%	0%	-7%	0%	-12%	-9	-3%	20%	-11	1%	-7%
CC1(C)Oc2ccc(C(=O)NC3CCCC3)cc2N(CC(=O)NC2CCCCC2)C1=O	0%	-1%	-4%	1%	8%	11	3%	-7%	4	4%	?
Cc1cc(C)cc(N(CC(=O)NCc2ccco2)C(=O)CCC(=O)Nc2ccccn2)c1	1%	2%	10%	3%	-3%	1	2%	-7%	-3	-1%	?
Cc1ccc(F)cc1NC(=O)CSc1nnc(CNC(=O)c2ccco2)n1C	1%	/	/	-4%	-19%	26	2%	/	7	/	2%
C=CCN(C(=O)Cn1nc(C)n2c(cc3cc(C)ccc32)c1=O)c1ccccc1	0%	4%	/	8%	-15%	-15	-12%	?	2	20%	?
COc1ccc(/C=N/NC(=O)c2cccnc2)c(C(=O)O)c1OC	6%	-3%	2%	-4%	-12%	0	3%	/	-1	/	-21%
CCOC(=O)c1cc(C#N)c(SC)nc1C	0%	3%	-12%	-1%	-28%	-6	4%	/	30	/	-8%
O=C(/C=C/Nc1ccc(F)cc1)c1ccco1	0%	4%	-30%	2%	-2%	6	19%	-8%	0	?	?
CCN(CC(=O)Nc1cc(Cl)ccc1C)C(=O)c1cc([N+](=O)[O-])ccc1N1CCOCC1	1%	/	/	-6%	7%	-7	-6%	/	12	/	4%
CCOc1c(Cl)cc(CNCC(C)C)cc1OC	0%	0%	-16%	0%	3%	16	-1%	-7%	9	-4%	?
O=C(O)C1CSC(c2ccco2)N1 (stereo unspecified)	2%	-2%	25%	-4%	15%	-4	-3%	8%	-10	-2%	2%
Cc1cccc(NC(=O)CCN2CCN(C)CC2)c1	0%	-8%	-3%	-2%	-15%	0	2%	-23%	-48	-24%	2%
CSc1ncccc1C(=O)NCC12CC3CC(CC(C3)C1)C2	-1%	13%	2%	0%	-3%	-2	-2%	-20%	5	-2%	1%
CC1(C)CC(=O)C2=C(C1)N(c1ncn[nH]1)C(N)=C(C#N)C2c1ccccc1 (stereo unspecified)	-1%	3%	10%	4%	-6%	-8	/	6%	-7	-16%	5%
Cc1ccnc(N=O)c1	1%	/	/	/	-1%	-5	25%	/	24	/	4%
Cc1nc2cc(C(=O)OCC(=O)NC3CCS(=O)(=O)C3)ccc2n1-c1ccccc1 (stereo unspecified)	1%	0%	4%	0%	-12%	9	5%	0%	-1	-6%	10%
Fc1cccc(NC(=S)NC2CCCCCCC2)c1	-7%	-4%	-7%	-21%	-17%	-1	-1%	/	-17	-10%	?
O=C(Cn1ccc(NC(=O)OCc2ccccc2)nc1=O)NCCCN1CCCC1=O	0%	/	/	-1%	-15%	-11	-4%	/	24	/	4%
O=C(Nc1ccc(Br)cc1)C1CCCC1	-1%	6%	-1%[11.5 µM]	4%	-1%	-1	-1%	23%	3	-2%	-3%
O=C(Nc1ccc(Cl)c(Cl)c1)N1CCCCCC1	-2%	3%	-2%	2%	-8%	-1	-2%	?	31	1%	?
Cc1cccc(NC(=O)CSc2ccc(-c3cccs3)nn2)c1C	4%	1%	-2%	-3%	-4%	2	2%	-30%	6	72%[activator]	0%
CN1CCc2c(sc3nc(SCC(N)=O)n(-c4ccccc4)c(=O)c23)C1	-1%	0%	-1%	-3%	-6%	3	29%	30%[activator]	18	?	?
COc1ccccc1NC(=O)Cc1noc(CSc2cc(C)c3ccccc3n2)n1	2%	2%	-7%	9%	5%	4	-3%	10%	-2	10%	?
COc1cc(/C=C2/SC(=S)N(Cc3ccccc3)C2=O)cc(OC)c1O	-1%	12%	/	15%	10%	-6	?	?	-5	?	?
COc1cc(CCC(=O)OCC(=O)N(CCC#N)c2ccccc2)cc(OC)c1OC	-9%	15%	0%	-2%	0%	2	2%	2%	5	-7%	9%
CCOC(=O)CCC(=O)Nc1ncnc2c1C(c1ccccc1)c1c(ccc3ccccc13)O2 (stereo unspecified)	-24%	/	/	/	8%	/	-20%	/	-1	/	?
Cc1ccnc(NS(=O)(=O)c2ccc(NC(=O)c3cncc(Br)c3)cc2)n1	1%	-3%	-4%	-3%	-2%	-3	4%	4%	-3	-19%	-14%
CCCCSc1cc(=O)[nH]c(N)n1	-1%	/	-2%	2%	21%	3	0%	/	3	-9%	?
O=C(CNC(=S)N(Cc1ccccc1F)C1CCCCC1)NC1CC1	4%	4%	0%	-1%	-7%	-31	2%	0%	3	-2%	-2%
COC(=O)c1ccc2nc(Nc3nc4c(F)cc(F)cc4s3)sc2c1	0%	0%	-6%	2%	9%	1	i	?	-46	/	?
CCOc1ccc(NC(=O)CN(C)C(=O)c2cccc(S(=O)(=O)N3CCCC3)c2)cc1OCC	-1%	/	/	-8%	27%	7	-1%	/	8	/	1%
COC(=O)c1ccc(S(=O)(=O)N(C2CCCCC2)C2CCCCC2)n1C	-7%	5%	-7%	-4%	-1%	-2	-8%	/	2	-12%	11%
COC(=O)c1nn(-c2ccccc2)c(Cl)c1/C=N/O	2%	-2%	1%	-4%	5%	1	-3%	0%	-11	-2%	0%
CCc1nccn1S(=O)(=O)c1ccc(OC)c(C)c1C	5%	1%	-3%	2%	2%	-1	4%	-1%	-2	-3%	0%
COc1ccc(C)cc1S(=O)(=O)N(CC(=O)O)c1ccc(F)cc1	/	0%	-2%	7%	/	-20	1%	1%	/	-4%	/
O=C(O)c1ccc(Oc2ccc(C(F)(F)F)cn2)cc1	2%	6%	5%	6%	5%	-6	-2%	0%	-2	4%	-2%
C=CCSc1nc(N)c2c3c(sc2n1)CN(C)CC3	7%	1%	/	1%	-23%	0	43%[activator]	-15%	1	11%	4%
O=C(NCC(=O)N1CCN(c2ccccc2)CC1)c1ccc(Cl)cc1	2%	/	/	2%	3%	4	-1%	?	-2	0%	0%
COc1cccc(CC2(CO)CCN(Cc3cn(C)nc3C)CC2)c1	0%	1%	-2%	-5%	5%	6	4%	-9%	-16	-19%	?

A portion of the library (hit frequency here may not be typical).
